Dyrk1A ADPGlo: inhibitors of rat Dyrk1A kinase; 310,000 compounds, 0.43% hits; inhibition, % at 12.5 µM; ADP-Glo luminescence, NFATc1 peptide; AID 504441; in the data active = inhibition above about 50%;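 also: plate controls were vehicle with enzyme for no effect and no enzyme for full effect; many of its hits are not listed in these tables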
KCNQ1 act: human KCNQ1 channel potentiation or activation; CHO-K1 KCNQ1, thallium flux FluxOR fluorescence; stronger effect = higher value; B-score at 10 µM; P51787; 310,000 compounds, 0.35% hits;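 active = fluorescence ratio B-score, a plate-corrected score, at least three library SD, with initial intensity B-score within 5 SD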
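Assay system: CHO-K1 cells stably expressing KCNQ1; Medium: assay buffer with matched DMSO; Also added: K+/Tl+ depolarizing stimulus; Dosing: single dose; Timing: dye 90 min, compound 20 min, room temperature; Measured by: kinetic FluxOR thallium fluorescence, 10-s 1-Hz baseline, 110-s post-stimulus read; Read-out: peak-minus-minimum fluorescence over initial fluorescence, negative-control normalized, B-scored.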
KCNQ1 block: human KCNQ1 channel inhibition; P51787; CHO-K1 KCNQ1, FluxOR thallium flux fluorescence; stronger effect = higher value; B-score at 10 µM; 310,000 compounds, 1.3% hits; AID 2642;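 active = compounds whose thallium flux B-score, printed positive for inhibition, exceeds three library SD while starting fluorescence stays within three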;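 also: channel opened by potassium depolarization with thallium stimulus after 20 min compound exposure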
HDAC3 inh: inhibitors of human histone deacetylase 3 | O15379 | recombinant HDAC3, fluorogenic peptide/trypsin coupled, fluorescence | inhibition, % at 8.3 µM | 320,000 compounds, 0.15% hits | AID 2718; in the data active = inhibition above about 26%, passing the limit was not always enough
TRPC4 act: opens the mouse TRPC4 cation channel; Q9QUQ5; HEK293 TRPC4beta/mu-opioid, Fluo4 calcium fluorescence; stronger effect = higher value; B-score at 10 µM; 310,000 compounds, 0.49% hits; AID 2237;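 active = B-score above 5 SD of library B-scores, and initial fluorescence ratio not above library mean plus 5 SD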;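 also: positive B-score marks a calcium rise read as TRPC4 activation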
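Technique: kinetic Fluo4 calcium fluorescence; Test system: TRPC4beta and mu-opioid receptor HEK293 stable cells; Measure: B-scored integrated calcium fluorescence ratio; Benchmarks: low control buffer alone, high control maximal DAMGO; Schedule: 45 min room-temperature Fluo4 loading, 110 s read.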
KCNK9 inh: human KCNK9 channel inhibition | HEK293 KCNK9, FluxOR thallium flux fluorescence; stronger effect = lower value | B-score at 10 µM | Q9NPC2 | 310,000 compounds, 1.2% hits;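 active = ratio B-score over 3 SD below the library mean, with starting fluorescence within 5 SD of its mean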;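 also: negative B-score means less thallium flux so channel inhibition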
TMEM16A act: mouse TMEM16A channel activation, primary screen; Q8BHY3; HEK293 TMEM16A/YFP-H148Q/I152L, iodide quench fluorescence; stronger effect = lower value; B-score at 10 µM; 340,000 compounds, 0.3% hits; AID 623877;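 active = fluorescence-ratio B-score plate-corrected deviation score at least 3 library SD below zero, with starting fluorescence score within 5 deviations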;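 also: channel opened by trigger with iodide after compound preincubation; score built on the fluorescence ratio of max minus min over baseline; more negative score means more quench and so TMEM16A activation or potentiation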
Target sequence (Q8BHY3 whole entry, looked up): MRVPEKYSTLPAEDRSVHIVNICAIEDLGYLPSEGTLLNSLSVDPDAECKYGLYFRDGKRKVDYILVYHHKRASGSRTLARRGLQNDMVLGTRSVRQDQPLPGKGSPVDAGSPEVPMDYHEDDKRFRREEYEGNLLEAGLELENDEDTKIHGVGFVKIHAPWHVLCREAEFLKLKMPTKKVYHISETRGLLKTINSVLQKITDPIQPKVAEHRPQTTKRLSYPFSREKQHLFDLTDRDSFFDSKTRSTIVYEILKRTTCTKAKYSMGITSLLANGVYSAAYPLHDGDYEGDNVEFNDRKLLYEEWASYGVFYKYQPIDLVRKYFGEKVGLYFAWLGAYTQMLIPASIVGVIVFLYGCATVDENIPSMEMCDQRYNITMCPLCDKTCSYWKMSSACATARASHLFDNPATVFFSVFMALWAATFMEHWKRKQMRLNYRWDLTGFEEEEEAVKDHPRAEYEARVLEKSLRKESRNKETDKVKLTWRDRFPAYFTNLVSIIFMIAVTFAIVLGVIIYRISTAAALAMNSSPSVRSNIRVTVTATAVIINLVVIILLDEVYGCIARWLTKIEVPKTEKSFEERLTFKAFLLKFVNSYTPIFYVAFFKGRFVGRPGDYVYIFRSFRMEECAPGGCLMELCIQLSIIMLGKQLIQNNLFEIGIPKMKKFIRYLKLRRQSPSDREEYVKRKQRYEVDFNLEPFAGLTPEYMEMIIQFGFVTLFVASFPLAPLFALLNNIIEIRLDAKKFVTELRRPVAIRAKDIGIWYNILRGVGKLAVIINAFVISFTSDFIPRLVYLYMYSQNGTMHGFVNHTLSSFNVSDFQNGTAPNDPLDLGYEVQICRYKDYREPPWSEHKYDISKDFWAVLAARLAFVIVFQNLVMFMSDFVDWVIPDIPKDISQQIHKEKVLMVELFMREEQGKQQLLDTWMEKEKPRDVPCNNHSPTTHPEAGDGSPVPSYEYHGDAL
hERG rescue: shields human hERG channel from block by proarrhythmic agents; CHO-hERG, FluxOR thallium flux, dofetilide IC70 present; Q12809; activation (rescue from dofetilide block), less the hit threshold, % at 10 µM; 310,000 compounds, 0.51% hits;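 active = activation above the mean of controls blocked by dofetilide plus 5 SD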;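 also: thallium influx through hERG after potassium depolarization seen as dye fluorescence rise; in these data hits start at about 4.7%; inactives centre near -7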
KCNK3 block: human KCNK3 channel inhibition, primary screen. B-score at 10 µM. 340,000 compounds, 0.84% hits. CHO-KCNK3 thallium flux, FluxOR fluorescence; stronger effect = lower value. O14649;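 active = B-score under library mean minus 4 SD, starting fluorescence ratio at most library mean plus 5 SD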;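 also: more negative B-score means stronger inhibition of thallium flux through KCNK3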
TMEM16A inh: blocks the mouse calcium-activated chloride channel TMEM16A; 310,000 compounds, 1.2% hits; Q8BHY3; HEK293 TMEM16A/YFP iodide influx fluorescence, ionomycin; AID 588511; normalized B-score (activity score, 25-100; higher = stronger inhibition) at 10 µM;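 active = ratio plate-corrected score three or more library SD toward inhibition, starting fluorescence score within five deviations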;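 also: score derived from kinetic fluorescence span divided by baseline fluorescence per well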
TRPC4 PAM: allosterically enhances the mouse TRPC4 cation channel; Q9QUQ5; HEK293 TRPC4beta/mu-opioid, DAMGO EC20, Fluo-4 Ca2+ flux; stronger effect = higher value; B-score at 10 µM; 310,000 compounds, 0.42% hits; AID 2227;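 active = B-score of calcium response area above 5 SD of library B-scores, with initial fluorescence ratio within 5 SD of library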;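 also: B-score of integrated fluorescence ratio over time as area under calcium response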
The depositor's hits bear a star; i = inactive; . = no result given.

Preview:
mol	TRPC4 act	TMEM16A act	KCNQ1 block	KCNK9 inh	KCNK3 block	Dyrk1A ADPGlo	TRPC4 PAM	HDAC3 inh	TMEM16A inh	hERG rescue	KCNQ1 act
O=C(ONc1ccc(N=NC(=O)c2ccccc2O)cc1)c1ccccc1	i	i	i	i	i	-5	i	-5	i	-12	i
O=C1CCC([N+](=O)[O-])C(c2ccc(Br)cc2)N1 (stereo not drawn)	i	i	i	i	i	1	i	6	i	-10	i
COc1ccc(C(=O)NCCn2cc(SCC(=O)N3CCOCC3)c3ccccc32)cc1	i	i	i	i	i	6	i	4	i	-2	i
CC(=O)Nc1ccc(NC(=O)CSc2nnc(-c3ccccc3)n2Cc2ccc3c(c2)OCO3)cc1	i	i	i	i	i	13	i	11	i	-4	i

The listing, from the start:
mol	TRPC4 act	TMEM16A act	KCNQ1 block	KCNK9 inh	KCNK3 block	Dyrk1A ADPGlo	TRPC4 PAM	HDAC3 inh	TMEM16A inh	hERG rescue	KCNQ1 act
O=C(ONc1ccc(N=NC(=O)c2ccccc2O)cc1)c1ccccc1	i	i	i	i	i	-5	i	-5	i	-12	i
O=C1CCC([N+](=O)[O-])C(c2ccc(Br)cc2)N1 (stereo not drawn)	i	i	i	i	i	1	i	6	i	-10	i
COc1ccc(C(=O)NCCn2cc(SCC(=O)N3CCOCC3)c3ccccc32)cc1	i	i	i	i	i	6	i	4	i	-2	i
CC(=O)Nc1ccc(NC(=O)CSc2nnc(-c3ccccc3)n2Cc2ccc3c(c2)OCO3)cc1	i	i	i	i	i	13	i	11	i	-4	i
O=[N+]([O-])c1ccccc1Oc1cnc2ccccc2n1	i	i	i	i	i	2	i	8	i	-4	i
CCOC(=O)c1c(NC(=O)Cn2nc(C(F)(F)F)cc2C)sc(C)c1C	i	i	i	i	i	7	i	3	i	-6	i
Cc1ccccc1CN1CCC(N2CCC(C(=O)NCC3CCCO3)CC2)CC1 (stereo not drawn)	i	i	i	i	i	-4	i	-1	i	-5	i
CC1(C)CC(=O)c2cnc(N)nc2C1	i	i	i	i	i	-3	i	-3	i	-10	i
Cc1ccc(-c2n[nH]c(=O)c3ccccc23)cc1S(N)(=O)=O	i	i	i	i	i	-2	i	-1	i	-5	i
Cc1cc(C)cc(N(CC(=O)NC2CCCC2)C(=O)c2csnn2)c1	i	i	i	i	i	8	i	-7	i	-4	i
O=C1CC(=O)NC(SCC(=O)Nc2ccccc2[N+](=O)[O-])=N1	i	i	i	i	i	1	i	1	i	-10	i
CC1Cc2ccccc2N1C(=O)CSc1ncccn1 (stereo not drawn)	i	i	i	i	i	.	i	9	i	-13	i
CC(C)(C)C(=O)Nc1ccc(C(=O)OC2CCCCC2)cc1	i	i	i	i	i	0	i	-2	i	-7	i
C=CCNC(=O)CSc1cc([N+](=O)[O-])cc(S(=O)(=O)Cc2ccccc2)c1	i	i	i	i	i	-2	i	3	i	2	i
O=C(NCCCN1CCOCC1)c1cc(Cl)ccc1OCc1ccccc1	i	i	i	i	i	-2	i	8	i	-11	i

More structures follow.
mol	TRPC4 act	TMEM16A act	KCNQ1 block	KCNK9 inh	KCNK3 block	Dyrk1A ADPGlo	TRPC4 PAM	HDAC3 inh	TMEM16A inh	hERG rescue	KCNQ1 act
CCOc1cc2c(C#N)c(N3CCNCC3)nc(N)c2c(N)n1	i	i	i	i	i	3	12*	2	i	-3	i
O=C(O)CCN1C(=O)c2ccc(NC(=O)c3ccco3)cc2C1=O	i	i	i	i	i	15	i	-5	i	-15	i
O=C(C(Sc1ccccc1)c1ccccc1)N1CCOCC1 (stereo not drawn)	i	i	i	i	i	-3	i	-6	i	-11	i
Cc1cc(NC(=O)c2cccc(S(=O)(=O)N3CCCC3)c2)no1	i	i	i	i	i	4	i	7	i	-4	i
Cc1cc(-c2cccs2)nc(-n2cccc2)n1	i	i	i	i	i	3	i	10	i	-7	i
CC(=O)C1=C(C)NC(=O)NC1c1cc(Br)ccc1OCC#N (stereo not drawn)	i	i	i	i	i	0	i	1	i	-9	i
Cc1ccsc1/C=C1\SC(N2CC(C)OC(C)C2)=NC1=O (stereo not drawn)	i	i	i	i	i	0	i	5	i	-6	i
Cn1cc(Cl)c(C(=O)NC(=S)Nc2sc3c(c2C#N)CCCCC3)n1	i	i	i	i	i	3	i	-2	i	-4	i
CCC(=O)Oc1oc(-c2ccccc2)nc1C=Nc1ccc(C)cc1	i	i	i	i	i	5	i	12	i	-6	i
Oc1ccc(Br)cc1CNc1nccs1	i	i	i	i	i	.	i	-3	i	-4	i
Cc1nn(CC(=O)N2CCN(C)CC2)c(=O)c2ccccc12	i	i	i	i	i	.	i	5	i	-7	i
Cc1c(Cl)cccc1NC(=O)Nc1ccc(C(N)=O)cc1	i	i	i	i	i	1	i	-1	i	-8	i
CN(C(=O)CC1C(=O)NCCN1Cc1ccoc1)C1CCOCC1 (stereo not drawn)	i	i	i	i	i	-1	i	-1	i	-7	i
CC(=O)Nc1ccccc1NC(=O)C/C(C)=N/NC(=O)C1CCCCC1	i	i	i	i	i	-7	i	1	i	-10	i
CCOC(=O)c1c(C)[nH]c(C(=O)OCc2ccc([N+](=O)[O-])cc2)c1C	i	i	i	i	i	1	i	9	i	-7	i

(list continues)
mol	TRPC4 act	TMEM16A act	KCNQ1 block	KCNK9 inh	KCNK3 block	Dyrk1A ADPGlo	TRPC4 PAM	HDAC3 inh	TMEM16A inh	hERG rescue	KCNQ1 act
CC(C)CC(=O)Nc1ccnn1C1CCN(C(=O)c2ccc(Cl)cc2F)CC1	i	i	i	i	i	-6	i	-7	i	-2	i
CCCNC(=O)c1ccc2c(c1)ncn2-c1cc(C)cc(C)c1	i	i	i	i	i	3	i	-5	i	4	i
OC1COC(OCc2ccccc2)C(O)C1O (stereo not drawn)	i	i	i	i	i	1	i	11	i	-9	i
O=C(Cc1ccc(Br)cc1)N1CCN(c2ccccc2O)CC1	i	i	i	i	i	-7	i	0	i	-7	i
CCOCCN(C(=O)COC)c1cccc(OC)c1	i	i	i	i	i	0	i	-1	i	-9	i
CN(C(=O)c1ccc(OC2CCN(CCc3ccccc3)CC2)cc1)C1CCOC1 (stereo not drawn)	i	i	i	i	i	-3	i	-1	i	-5	i
CCOC(=O)C1CN(S(=O)(=O)c2cc(OC)ccc2OC)C1	i	i	i	i	i	-3	i	-5	i	1	i
COc1ccc(S(=O)(=O)N2CC(C)N(C(=O)N3CCOCC3)C2)cc1 (stereo not drawn)	i	i	i	i	i	-3	i	-2	i	-10	i
OC(CNCc1ccco1)COc1ccccc1 (stereo not drawn)	i	i	i	i	i	-7	i	.	.	-4	i
CSc1ccc(/C=C(\NC(=O)c2ccccc2)C(=O)NCCN2CCOCC2)cc1	i	i	i	i	i	3	i	10	i	-6	i
COc1cc(C2=NOC(C(=O)NCc3ccccn3)C2)cc(OC)c1OC (stereo not drawn)	i	i	i	i	i	-3	i	-13	i	-6	i
CCOc1cc(N2CCOCC2)c(OCC)cc1NC(=O)COC(=O)c1cc2ccccc2cc1O	i	i	i	i	i	-2	i	-3	i	-8	i
NC(=O)c1ccc(NC(=O)Cc2csc(-c3ccccc3)n2)cc1	i	i	i	i	i	-1	i	-1	i	-5	i
COc1ccccc1N1C(=O)C2C(C(=O)c3ccccc3)=NN(c3ccc(C)cc3)C2C1=O (stereo not drawn)	i	i	6*	i	i	.	i	0	i	-10	i
Cc1nn(-c2ccccc2)c(N2CCCC2)c1/C=N/NC(=O)c1cc(-c2cccnc2)nc2ccccc12	i	i	i	i	i	1	i	1	i	-24	i

The list goes on:
mol	TRPC4 act	TMEM16A act	KCNQ1 block	KCNK9 inh	KCNK3 block	Dyrk1A ADPGlo	TRPC4 PAM	HDAC3 inh	TMEM16A inh	hERG rescue	KCNQ1 act
COC(=O)c1ccc(C(NC(=O)OCc2ccccc2)/C(C)=C/[C@@H](C)C(=O)NCc2ccc(OC)c(OC)c2)cc1 (stereo partly drawn)	i	i	i	i	i	0	i	2	i	-13	i
O=C(Cn1nc2n(c1=O)-c1ccccc1SC2)N/N=C/c1cccnc1	i	i	i	i	i	1	i	-2	i	-2	i
COc1ccc(NC(=O)N2CCCC2C(=O)NC2CCCC2)cc1 (stereo not drawn)	i	i	i	i	i	-5	i	-5	i	-1	i
C1CSC2(N1)C1CC3CC2CC(C1)C31NCCS1 (stereo not drawn)	i	i	i	i	i	0	i	2	i	-3	i
Cc1cccc(N(C)C(=O)CCS(=O)(=O)c2cccc3nonc23)c1	i	i	i	i	i	-2	i	3	i	-12	i
COc1cc(C(=O)N/N=C/c2cc([N+](=O)[O-])cs2)cc(OC)c1OC	i	i	i	i	i	0	i	6	i	-7	i
COc1ccc(CNC(=O)C(=O)NCC2OCCN2S(=O)(=O)c2ccc(OC)c(OC)c2)cc1 (stereo not drawn)	i	i	i	i	i	0	i	-3	i	-2	i
CCOc1ccc(C(=O)NCCN2CCCCC2)c(OCC)c1	i	i	i	i	i	-4	i	-5	i	-6	i
CCOc1ccc(CC(=O)NCC(=O)NCc2cc(=O)n(C)c(=O)n2C)cc1	i	i	i	i	i	.	i	-1	i	-5	i
CCOC(=O)C1=C(O)C(=O)N(c2ccc(S(N)(=O)=O)cc2)C1c1ccc(OC)cc1 (stereo not drawn)	i	i	i	i	i	6	i	1	i	-12	i
COc1ccc(NC(=O)CSc2nnc(Cn3cnc4ccccc43)n2C)cc1	i	i	i	i	i	-3	i	2	i	-8	i
COc1ccc(CNC(=O)c2ccc(C(C)C)cc2)cc1	i	i	i	i	i	0	i	-5	i	-21	i
COC(=O)CSc1nnc(CNS(=O)(=O)c2ccc(Br)cc2)n1C	i	i	i	i	i	-4	i	-3	i	-8	i
CCOC(=O)c1cnc(SCCN2CCOCC2)nc1N	i	i	i	i	i	-1	i	-4	i	-11	i
Cc1cccc(NC(=O)c2ccc(S(=O)(=O)N3CCOCC3)cc2)n1	i	i	i	i	i	0	i	2	i	-5	i
CN(Cc1ccccc1)C(=O)c1[nH]cnc1C(=O)N[C@@H](Cc1ccccc1)C(=O)OCc1ccccc1	i	i	i	i	i	.	i	33*	i	-9	i
CC1(C)Cc2c(sc3ncnc(NN)c23)CO1	i	i	i	i	i	7	i	2	i	-4	i
CC(C)c1ccc(OCC(=O)N(Cc2ccco2)C2CCS(=O)(=O)C2)cc1 (stereo not drawn)	i	i	i	i	i	-8	i	0	i	-4	i

Screening results deposited in PubChem by several laboratories.

This is a subset; rates above refer to the full screens.
